MITF inh: human MITF inhibition, primary screen; O75030; AlphaScreen MITF homodimerization, bead proximity signal; inhibition, % at 2.6 µM; hit rate 0.91% among 650,000; in the data active means inhibition above about 50%;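 further: 0% = vehicle wells with protein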
Target sequence (O75030 whole entry, looked up): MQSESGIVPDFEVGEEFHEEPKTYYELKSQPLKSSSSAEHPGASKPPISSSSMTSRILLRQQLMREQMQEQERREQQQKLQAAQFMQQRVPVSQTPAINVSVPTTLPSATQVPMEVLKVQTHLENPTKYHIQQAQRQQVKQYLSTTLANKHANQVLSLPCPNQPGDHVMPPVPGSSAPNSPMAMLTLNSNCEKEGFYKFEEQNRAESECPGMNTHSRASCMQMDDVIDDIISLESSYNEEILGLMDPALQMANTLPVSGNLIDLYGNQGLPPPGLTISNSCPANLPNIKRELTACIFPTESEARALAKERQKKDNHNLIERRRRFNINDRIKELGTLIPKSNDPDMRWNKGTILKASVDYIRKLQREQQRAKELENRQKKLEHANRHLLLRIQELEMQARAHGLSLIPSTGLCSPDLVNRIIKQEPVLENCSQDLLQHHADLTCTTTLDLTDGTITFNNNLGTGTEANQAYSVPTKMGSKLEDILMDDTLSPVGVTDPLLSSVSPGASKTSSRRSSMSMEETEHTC
TEAD-YAP inh: TEAD-YAP interaction inhibition. HEK-TIYL cells, TEAD-Gal4/YAP UAS-luciferase luminescence. inhibition, % at 9.12 µM. hit rate 1.4% among 640,000. AID 1259422; in the data active means inhibition above about 32%;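 further: 0% = median of test compound wells and 100% = reference inhibitor wells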
GPR151 activ: activators of human GPR151; Q8TDV0; PathHunter beta-arrestin GPR151 cells, luminescence; activation, % at 11.2 µM; hit rate 1% among 650,000; in the data active means activation above about 4.9%;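 further: 0% = median of compound wells and 100% = cells with positive control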
Target sequence (Q8TDV0 whole entry, looked up): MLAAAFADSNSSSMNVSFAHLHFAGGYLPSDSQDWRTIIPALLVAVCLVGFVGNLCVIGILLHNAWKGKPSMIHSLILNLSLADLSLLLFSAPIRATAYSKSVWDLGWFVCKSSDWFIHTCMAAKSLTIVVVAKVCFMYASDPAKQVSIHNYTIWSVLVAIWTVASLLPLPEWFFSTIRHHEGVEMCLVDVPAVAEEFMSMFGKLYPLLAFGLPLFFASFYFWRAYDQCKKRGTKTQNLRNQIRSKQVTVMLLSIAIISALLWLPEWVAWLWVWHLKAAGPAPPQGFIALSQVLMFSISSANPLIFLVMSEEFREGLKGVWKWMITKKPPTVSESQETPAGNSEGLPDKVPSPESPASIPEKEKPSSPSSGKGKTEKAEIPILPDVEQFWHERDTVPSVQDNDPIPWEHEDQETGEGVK
FBW7 activator: activators of human E3 ligase FBW7 | normalized activity (activation), % at 26.1 µM | hit rate 0.13% among 650,000 | Q969H0 | AlphaScreen FBW7–phospho-cyclin E peptide binding, activator screen; in the data active means normalized activity above about 1.9%;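 further: purified mutant Fbw7 with reduced substrate affinity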
* = called active by the depositor; . = no result given.

The line under a structure holds: MITF inh, TEAD-YAP inh, GPR151 activ, FBW7 activator
1) CC1=C(C#N)C(C(F)(F)F)(C(F)(F)F)N=C(c2ccc(C)cc2)N1
 : -2.9, 8.7, 4.2, -0.1
2) Cc1ccc(-c2ccc(/C=N/NC(=O)CN3CCOCC3)o2)cc1[N+](=O)[O-]
 : 10.8, 5.7, 1.3, 0.2
3) Clc1ccc(CNc2nn[nH]n2)cc1Cl
 : -4.2, -2.4, 0.1, -0.1
4) CC(C)(C)c1ccc(C(=O)N/N=C/c2ccc(OCC(=O)NCc3ccco3)cc2)cc1
 : -2.4, 12.2, 1.0, -0.1
5) Cc1cc(C)c2ccc(/C=C/c3ccccc3N3C(=O)c4c(Cl)c(Cl)c(Cl)c(Cl)c4C3=O)nc2c1O
 : 12.6, 9.3, 1.8, 0.6
6) Cc1cc(C)cc(OCc2nc(-c3ccccn3)no2)c1
 : 5.5, -60.4, 1.4, 0.0
7) C/C(CCc1ccc2c(c1)OCO2)=N\N=C(/N)SC1CC(=O)N(C)C1=O (configuration not stated)
 : 5.7, -10.5, 4.3, 0.5
8) COCCCNC(=O)c1cc(-c2ccncc2)nc2ccccc12
 : 1.8, 12.3, -0.4, 0.2
9) Cc1ccc(C)n1-c1ccc(S(=O)(=O)c2ccc(-n3c(C)ccc3C)cc2)cc1
 : -6.9, 6.1, -0.7, 0.1
10) COC(=O)C1=C(C)NC(=O)CC1c1ccc(C(=O)OC)cc1 (configuration not stated)
 : 23.4, -15.4, 0.6, 1.1

Retrieved by structure from above:
The line under a structure holds: MITF inh, TEAD-YAP inh, GPR151 activ, FBW7 activator
6) Cc1cc(C)cc(OCc2nc(-c3ccccn3)no2)c1
 : 5.5, -60.4, 1.4, 0.0
5) Cc1cc(C)c2ccc(/C=C/c3ccccc3N3C(=O)c4c(Cl)c(Cl)c(Cl)c(Cl)c4C3=O)nc2c1O
 : 12.6, 9.3, 1.8, 0.6
8) COCCCNC(=O)c1cc(-c2ccncc2)nc2ccccc12
 : 1.8, 12.3, -0.4, 0.2

Further records follow:
The line under a structure holds: MITF inh, TEAD-YAP inh, GPR151 activ, FBW7 activator
11) CCOC(=O)c1sc2nc(Cc3ccccc3)nc(NCc3cccs3)c2c1C
 : 8.9, -5.0, 0.2, 0.0
12) Cc1cccc(-c2cnc(-c3ccncc3)nc2C2CCN(C(=O)C3CCOCC3)CC2)c1
 : 11.3, -9.1, 1.0, -0.1
13) COc1cccc(NC(=O)c2ccc(-c3cccc(N(C)C)c3)nc2N2CCOCC2)c1
 : 7.8, -3.7, -0.1, 0.7
14) COc1cccc(-c2nc(-c3ccc(Br)o3)no2)c1
 : 2.1, -26.0, -1.6, 0.8
15) Cn1cccc1/C=C1/SC(=S)N(c2ccc(C(=O)O)cc2)C1=O
 : -14.1, 7.6, -4.4, -0.1
16) CCCn1c2ccccc2c2nnc(SCOC(=O)CN3C(=O)c4ccccc4C3=O)nc21
 : 7.2, 0.8, -0.2, 0.1
17) COc1ccc(C(C)=O)cc1CSc1nc2ccccc2c(=O)n1Cc1ccccc1
 : 0.4, -3.6, 1.1, 0.0
18) COCC1CCCN(CC(=O)NCc2ccc(F)cc2)C1 (configuration not stated)
 : 18.1, -4.6, -0.1, -0.5
19) Cc1cc(C)cc(NC(=O)CN2C(=O)C(C)(C)Oc3ccc(C(=O)NC(C)C)cc32)c1
 : -8.9, -4.8, 0.2, 0.2
20) COc1cccc(CC(=O)NC(C)C2COc3ccccc3O2)c1 (configuration not stated)
 : 22.2, -11.1, 0.2, 0.6
21) CC(=O)Nc1ccc(NC(=O)c2ccc(C(=O)N(C(C)C)C(C)C)cc2)cc1
 : -16.1, -3.7, 2.4, 0.0
22) CCCC[C@H](CCC(=O)O)NC(=O)CCCCCCc1ccccc1
 : -3.9, ., -0.4, .
23) CCCC(C)NC(=O)CSc1nc(N)cc(N)n1 (configuration not stated)
 : -13.0, 2.4, 1.3, 0.0
24) CC(=O)Nc1ccc(Nc2ccnc(Nc3ccccc3)n2)cc1
 : -3.7, -28.7, 2.8, 0.0
25) CC1=C(C(=O)OC(C)C)C(c2ccccc2Cl)N2C(=O)CCSC2=N1 (configuration not stated)
 : 11.8, 5.2, -1.6, -0.1
26) Oc1c(Br)cc(Cl)cc1/C=N/c1ccccn1
 : 6.3, 6.6, -1.1, -0.1
27) O=C(Nc1ccc(Cl)c(Cl)c1)Nn1c(=O)[nH]c2ccccc2c1=O
 : 3.6, -2.8, -1.1, -0.1
28) O=C(NCc1ccncc1)C(=O)NCc1ccco1
 : -3.6, -3.9, 0.7, 0.1
29) c1ccc(N2CCN(C3CCCN(Cc4ccc5nonc5c4)C3)CC2)cc1 (configuration not stated)
 : -6.9, -0.8, 0.3, 0.0
30) CCOC(=O)/C(=C\c1cccc2ccccc12)NC(=O)c1ccccc1
 : 14.1, -33.8, 0.6, 0.3
31) CCOC(=O)CC(=O)CSc1ncnc2c1nnn2-c1ccc(F)cc1
 : -1.8, 4.4, -2.0, -0.2
32) CN(C(=O)CN1CCC(c2nc3ccccc3[nH]2)CC1)c1ccccc1
 : -12.2, -0.1, -1.2, -0.1
33) C=CCc1cc(C)ccc1OCCCN1CCOCC1
 : 72.4*, 4.6, 4.0, -0.1
34) Nc1cccc(-c2nc(NC3CC3)c3ncn(-c4ccccc4)c3n2)c1
 : -2.9, 28.1, -0.1, -0.1
35) CC(C)OCCCNc1nncc(-c2ccc(Cl)cc2)n1
 : 4.0, -21.0, 3.2, -0.1
36) O=C1CNC(=O)/C1=C\N1CCCCC1
 : 7.6, 9.3, -0.5, 0.0
37) CCn1c(=O)c(-c2ccc3ccccc3n2)c(C#N)c2ccccc21
 : 6.3, -4.9, -0.4, 0.0
38) CC1CCCCN1C(=O)Cn1nc2c3ccccc3nc(C3CC3)n2c1=O (configuration not stated)
 : -1.7, 12.1, 1.6, 0.0
39) Cc1ccc(N=C2NC(=O)/C(=C\c3ccc(OCc4cccc(C)c4)cc3)S2)cc1
 : 4.6, -0.8, -0.2, 0.2
40) OCCn1c(-c2ccc(I)cc2)csc1=Nc1ccccc1
 : 15.1, -12.4, -0.7, -0.1
41) O=C1CCCN1CC1CCCN(c2nc3nonc3nc2NCc2ccccc2)C1 (configuration not stated)
 : -7.4, -8.5, 0.8, 0.0
42) O=C(Nc1cc(Oc2ccc(F)cc2)cc(Oc2ccc(F)cc2)c1)c1cc2nc(-c3ccccc3)cc(C(F)(F)F)n2n1
 : -1.2, -3.7, 0.1, -0.2
43) Cc1ccc(-n2[nH]c(C)c(C=Nc3cccc(Br)c3)c2=O)cc1
 : 3.0, 14.4, 1.3, -0.2
44) CC1CN(c2ncnc3c2cnn3CCNC(=O)c2cccs2)CC(C)O1 (configuration not stated)
 : -4.8, -12.2, -1.9, 0.2
45) O=C(c1ccc(N2CCC(NCc3cc(-c4ccccc4)on3)CC2)cc1)N1CCOCC1
 : 7.3, 5.8, -1.6, 0.2
46) CCCCN(C)Cc1c(C)[nH]c2ccc(Br)cc2c1=O
 : -4.9, 3.3, -0.1, 0.1
47) COC(=O)c1c(N2C(N)=C(C#N)C(c3ccc(F)cc3)C3=C2CCCC3=O)sc2c1CCCCC2 (configuration not stated)
 : 29.7, -6.8, 2.9, 0.4
48) COC(=O)CSc1nnc2c3c4c(sc3nc(C3CC3)n12)CCCC4
 : -4.3, 5.0, 1.6, 0.0
49) CC(=O)N1CC(C)Sc2cc(S(=O)(=O)NC3CCCc4ccccc43)ccc21 (configuration not stated)
 : -1.6, 27.7, -0.4, -0.1
50) Cc1ccc(C(=O)Nc2ccc(S(=O)(=O)N3CCCCC3c3cccnc3)cc2)cc1[N+](=O)[O-] (configuration not stated)
 : 13.6, 6.8, -1.7, 0.0
51) O=C(Nc1ccc(Br)cc1F)c1cc(S(=O)(=O)N2CCN(c3ccccn3)CC2)ccc1F
 : 16.6, 13.3, 0.1, 0.4
52) COC(=O)C1=CN(C(C)C)C=C(C(=O)OC)C1c1cccc(Oc2ccccc2)c1
 : -20.3, -1.0, 0.1, 1.1
53) COc1cccc(CNC(=O)c2cc3ccc(-c4ccncc4)nc3[nH]2)c1
 : 4.5, -13.8, 5.2*, -0.2
54) COCCNC(=O)Cn1cc(/C=C(\C#N)C(=O)Nc2cc(C)ccc2C)c2ccccc21
 : -1.5, -6.4, -0.3, -0.1
55) CC(C)OC(=O)Nc1ccc2c(c1)N(C(=O)CCN1CCCCC1)c1ccccc1CC2
 : -2.4, -8.4, -0.2, 0.0
56) CCn1c(-c2ccc(OC)cc2)csc1=Nc1ccc2[nH]c(=O)[nH]c2c1
 : 17.2, 5.4, 1.6, -0.1
57) CCCCc1ccc(-c2nc(Nc3ccc(OC)cc3OC)c3ccccc3n2)cc1
 : -13.9, 7.9, 0.7, 0.6
58) NS(=O)(=O)c1ccc(Nc2nc(-c3ccccc3)c3cc(Cl)ccc3n2)cc1
 : -0.5, 3.3, -1.9, -0.2
59) COc1cc(C2NC(=O)NC(C)=C2C(=O)OCCSC)cc(OC)c1OC (configuration not stated)
 : -7.2, 14.2, 0.5, 0.1
60) COc1ccc(CCNC(=O)Cc2cc(OC)c(OC)cc2Br)cc1OC
 : 13.8, 10.8, -1.3, 0.2

(cont.)
The line under a structure holds: MITF inh, TEAD-YAP inh, GPR151 activ, FBW7 activator
61) COc1ccc(NC(=O)/C(=C/c2ccc3c(c2)OCO3)NC(=O)c2ccc(OC)cc2)cc1
 : 15.1, 1.8, -1.0, 0.8
62) O=C(CCl)Nc1ncc(Cc2ccc(Cl)cc2)s1
 : 8.6, 22.3, 2.5, 0.4
63) COc1ccc(Nc2nc(N)nc(COc3ccccc3C=O)n2)cc1
 : 7.9, -19.0, -1.2, 0.1
64) CCOc1ccccc1NC(=O)CN(c1ccccc1OC)S(C)(=O)=O
 : 2.5, 12.0, 0.2, -0.1
65) Cc1ccc(CN2CCC3(CC2)CC3C(=O)N(C)Cc2cscn2)cc1C (configuration not stated)
 : 2.4, -8.7, 0.6, -0.1
66) O=C(c1ccco1)N1CCN(c2nccn3c(-c4ccc(Cl)cc4)cnc23)CC1
 : -16.9, 5.2, -0.7, -0.1
67) Cc1cc(C)c(Cn2c(=O)n(CC(=O)NCc3ccco3)c(=O)c3sccc32)c(C)c1
 : 7.6, 5.4, 2.2, 0.1
68) CCCCC/C=C\C[C@H](O)/C=C/C=C\CCC(=O)O
 : -11.0, ., -1.1, .
69) COc1ccc(C(=O)NCCCSC)cc1OC1CCN(C(C)=O)CC1
 : 1.2, 4.3, 4.6, -0.1
70) Cn1cc(/C=N/NC(=O)COc2ccc(Cl)cc2)c2ccccc21
 : -1.8, -1.8, 0.6, 0.0
71) CCOC(=O)c1ccccc1N1C(=O)C2Sc3[nH]c(=O)sc3C(/C=C/c3ccccc3)C2C1=O (configuration not stated)
 : 0.9, -11.8, 1.6, 0.1
72) COC(=O)CCC(=O)N1CCC(CCC(=O)Nc2ccccc2)CC1
 : -1.6, 3.0, -0.1, 0.1
73) O=C(NCCc1ccc(O)cc1)c1cccc(Nc2ccncc2)n1
 : 0.6, -7.0, 0.5, 0.1
74) COc1cccc(OC)c1CN1CCC(NC(=O)C(C)(C)C)CC1
 : 21.9, 5.2, -0.3, -0.1
75) CS(=O)(=O)CC(=O)Nc1cc(C(=O)O)ccc1O
 : -5.0, 4.2, -0.2, 0.0
76) COc1ccc2oc(=O)c(S(=O)(=O)c3ccc(C)cc3)cc2c1
 : -17.6, 7.6, -1.3, -0.1
77) COc1ccc(CC2(C)OC(c3ccc(C)c([N+](=O)[O-])c3)=NN2C(C)=O)cc1 (configuration not stated)
 : 9.0, -1.4, 4.5, -0.2
78) COc1ccccc1NC(=O)CSc1nnc2[nH]c(=O)cc(N)n12
 : 7.5, -7.5, 0.0, 0.1
79) Fc1ccccc1-c1nnc2ccc(C(F)(F)F)cn12
 : 9.6, 10.8, -0.3, 0.5
80) O=C(CSc1nc2ccccc2o1)Nc1ccc(Cl)cc1
 : 4.2, -9.2, -1.3, 0.2

Down the list, from the results shown:
GPR151 activ for entries 71 to 77: 1.6, -0.1, 0.5, -0.3, -0.2, -1.3, 4.5

Limited to FBW7 activator (two entries from above):
nr | SMILES | FBW7 activator
42 | O=C(Nc1cc(Oc2ccc(F)cc2)cc(Oc2ccc(F)cc2)c1)c1cc2nc(-c3ccccc3)cc(C(F)(F)F)n2n1 | -0.2
43 | Cc1ccc(-n2[nH]c(C)c(C=Nc3cccc(Br)c3)c2=O)cc1 | -0.2

Continuation.
The line under a structure holds: MITF inh, TEAD-YAP inh, GPR151 activ, FBW7 activator
81) CCOC(=O)CN1C(=O)S/C(=C/c2cccc(F)c2)C1=O
 : 5.6, -3.2, -0.1, 0.0
82) O=C(Nc1ccc2c3c(cccc13)CC2)c1ccc(F)cc1
 : 6.2, -47.7, 1.2, 0.1
83) Oc1oc(-c2ccc(Cl)cc2)nc1C=Nc1ccc2ccccc2c1
 : -0.7, -3.8, 1.3, 0.7
84) CCOC(=O)C(C)(C)N(Cc1ccccc1)S(=O)(=O)c1ccc([N+](=O)[O-])cc1
 : 6.2, -3.7, -0.3, -0.4
85) CC(=O)N=C1SC2CS(=O)(=O)CC2N1c1ccc2c(c1)OCO2 (configuration not stated)
 : 6.4, 2.9, 1.1, 0.1
86) CC1=C(C(=O)N2CCOCC2)C(c2ccc(Cl)cc2)NC(=S)N1 (configuration not stated)
 : -11.3, -3.7, 0.2, -0.1
87) FC(F)(F)c1nnc2n1N=C(c1ccccc1)CS2
 : 9.4, 2.3, 0.5, 0.2

Screens deposited in PubChem by The Scripps Research Institute Molecular Screening Center.
